From PubChem BioAssay
TrxR1 substrate: qHTS Assay for Substrates of Mammalian Selenoprotein Thioredoxin Reductase 1 (TrxR1): qHTS; Thioredoxin reductase 1, cytoplasmic (Rattus norvegicus), O89049; AID 588456, 2011; Potency, µM (series often up to 114 µM), inactives show top-dose activity change, negative = substrate turnover; purified TrxR1 substrate turnover, NADPH consumption readout; 390,000 tested, 0.01% active; further: potency means the concentration at half of the fitted maximal effect; on the % scale 0 is the no-effect control and ±100 the full control effect; nearly all actives have a fitted effect of over 50% in size
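Rat TrxR1, dispensed at 90 nM, was prereduced with 400 uM NADPH (final) for 5 min at ~22 deg C, then incubated with compound 15 min before 400 uM selenite. A first-read NADPH fluorescence drop versus no-compound background flagged substrates.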
RGS4 inh: Inhibitors of Regulator of G Protein Signaling (RGS) 4: qHTS; Regulator of G-protein signaling 4 (Homo sapiens), P49798; Transcreener GDP fluorescence polarization, RGS4-accelerated GTP hydrolysis; Potency, µM (highest dose often 114 µM), for inactives: top-dose activity change, negative = inhibition, actives largely listed as inhibitors; 390,000 tested, 0.039% active; AID 504845, 2011; further: potency means the concentration at half of the fitted maximal effect; on the % scale 0 is the no-effect control and ±100 the full control effect; nearly all actives have a fitted effect of over 75% in size; some results filed as inactive show a strong effect at the top dose
Target sequence (P49798 whole entry, looked up): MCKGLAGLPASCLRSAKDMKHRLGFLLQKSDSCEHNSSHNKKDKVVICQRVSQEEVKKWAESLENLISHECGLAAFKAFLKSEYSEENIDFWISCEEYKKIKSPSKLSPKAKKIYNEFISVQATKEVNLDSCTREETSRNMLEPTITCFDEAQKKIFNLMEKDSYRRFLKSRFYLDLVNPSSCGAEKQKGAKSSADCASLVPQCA
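MLSMR compounds (23 nl, pin-transferred) preincubated 10 min at room temperature with a 500nM (2x) first reagent, then RGS4 at 900nM (2x) plus Transcreener GDP mix added; fluorescence polarization (620/688 nm) read before and after 90 min at 30 °C.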
USP1 inh: Inhibitors of USP1/UAF1: Primary Screen; Potency, µM (series often up to 57.1 µM), without a hit: top-dose activity change, negative = inhibition, actives largely listed as inhibitors; 390,000 tested, 0.23% active; AID 743255, 2014; recombinant USP1/UAF1, Ub-Rhodamine cleavage fluorescence; Ubiquitin carboxyl-terminal hydrolase 1 (Homo sapiens), O94782; further: potency means the concentration at half of the fitted maximal effect; on the % scale 0 is the no-effect control and ±100 the full control effect; nearly all actives have a fitted effect of over 60% in size; inactives centre near -12
Target sequence (O94782 whole entry, looked up): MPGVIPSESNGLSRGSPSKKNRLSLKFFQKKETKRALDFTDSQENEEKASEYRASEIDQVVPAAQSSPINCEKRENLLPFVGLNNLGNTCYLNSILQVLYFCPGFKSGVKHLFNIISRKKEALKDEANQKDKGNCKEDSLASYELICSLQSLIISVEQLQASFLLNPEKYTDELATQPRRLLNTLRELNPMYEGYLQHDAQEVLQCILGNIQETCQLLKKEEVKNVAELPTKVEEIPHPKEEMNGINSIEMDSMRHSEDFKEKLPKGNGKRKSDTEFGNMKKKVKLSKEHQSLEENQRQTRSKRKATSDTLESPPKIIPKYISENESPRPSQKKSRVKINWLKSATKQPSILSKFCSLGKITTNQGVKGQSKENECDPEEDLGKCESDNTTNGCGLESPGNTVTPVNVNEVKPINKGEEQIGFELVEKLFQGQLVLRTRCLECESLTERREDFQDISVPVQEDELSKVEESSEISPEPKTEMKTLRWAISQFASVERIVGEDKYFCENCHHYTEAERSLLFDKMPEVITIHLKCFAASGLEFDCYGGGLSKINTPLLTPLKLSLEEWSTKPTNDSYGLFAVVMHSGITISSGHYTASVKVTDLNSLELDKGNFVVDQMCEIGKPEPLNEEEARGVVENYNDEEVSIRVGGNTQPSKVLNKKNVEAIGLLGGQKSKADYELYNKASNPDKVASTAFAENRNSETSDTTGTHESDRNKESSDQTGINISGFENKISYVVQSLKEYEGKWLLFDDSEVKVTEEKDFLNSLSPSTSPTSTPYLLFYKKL
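In this screen, compounds sit with the deubiquitinase complex (1nM) for 15 min at room temperature before Ub-Rho is added at 150nM final. Fluorescence rise is then followed for 6 reads every 60 seconds.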
Vif-APOBEC3G blk: qHTS for Inhibitors of Vif-A3G Interactions: qHTS; DNA dC->dU-editing enzyme APOBEC-3G (Homo sapiens), Q9HC16; HeLa A3G-eYFP + Vif (tagged APOBEC3G with the HIV-1 protein that degrades it), YFP fluorescence, overnight; Potency, µM (top dose mostly 46.1 µM), without a hit: top-dose activity, negative = active, most hits filed as inhibitors; 410,000 tested, 0.076% active; AID 602310, 2012;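 further: potency means the concentration at half of the fitted maximal effect; on the % scale 0 is the no-effect control and ±100 the full control effect; nearly all actives have a fitted effect of over 60% in size; hits raise eYFP signal because A3G escapes Vif-driven loss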
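HeLa cells stably expressing Vif and C-terminally eYFP-tagged A3G, seeded overnight at 37 deg C, then exposed to compound by pintool overnight at 37 deg C. Rise in yellow fluorescence (Ex 488/Em 500-530, Acumen) marks blocked Vif-driven A3G degradation.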
Glioma ERSR ind: qHTS for Inducers of the Endoplasmic Reticulum Stress Response (ERSR) in Human Glioma: qHTS; U87-MG GRP78 promoter luciferase reporter, 16 h; Potency, µM, for inactives: at the highest dose activation, usual class: activators; 420,000 tested, 0.02% active; AID 602332, 2012; further: potency means the concentration at half of the fitted maximal effect; series mostly up to about 76 µM; % of control where 0% means no effect; nearly all actives have a fitted effect of over 35% in size
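Stably transfected U87-MG human glioma cells carrying a GRP78-based luminescent sensor were seeded at 1000 cells/well, pin-dosed with compounds and incubated 16 h. Luciferase reagent was then added, and end-point luminescence was read after 10 min at room temperature.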
TrxR1 inh: qHTS Assay for Inhibitors of Mammalian Selenoprotein Thioredoxin Reductase 1 (TrxR1): qHTS; AID 588453, 2011; Potency, µM (doses to about 114 µM), for the others: top-dose activity change, negative = inhibition, actives largely listed as inhibitors; Thioredoxin reductase 1, cytoplasmic (Rattus norvegicus), O89049; 390,000 tested, 1% active; recombinant rTrxR1, NADPH fluorescence consumption, selenite substrate; further: potency means the concentration at half of the fitted maximal effect; on the % scale 0 is the no-effect control and ±100 the full control effect; nearly all actives have a fitted effect of over 65% in size
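Rat TrxR1 (90 nM in the dispensed reagent) was pre-reduced with 400 uM NADPH for 5 min at room temperature, then incubated with compound for 15 min. After 400 uM selenite was added, NADPH fluorescence (Ex 340/Em 450 nm) was followed for 8 min.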
Vif-APOBEC3F blk: qHTS for Inhibitors of Vif-A3F Interactions: qHTS; HeLa A3F-eYFP + Vif (tagged APOBEC3F with the HIV-1 protein that degrades it), YFP fluorescence increase; Potency, µM (top dose mostly 46.1 µM), inactives show at the top dose activity, negative = active; 390,000 tested, 0.2% active; further: potency means the concentration at half of the fitted maximal effect; % of control where 0% means no effect; nearly all actives have a fitted effect of over 65% in size
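HeLa cells stably expressing A3F-eYFP plus Vif, plated and incubated overnight at 37 deg C, then exposed to compounds overnight at 37 deg C. Blocked degradation read as raised yellow fluorescence (Ex 488/Em 500-530).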
LDHA block: qHTS assay for inhibitors of human lactate dehydrogenase; L-lactate dehydrogenase A chain (Homo sapiens), P00338; purified LDHA, NADH/diaphorase-resazurin fluorescence; active compounds read low; activity change, % (values are at about 110 or 230 µM); 480,000 tested, 0.15% active; AID 1347041, 2019; in the data active means activity change below about -30%; inconclusive means mostly about -25% to -30%;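 further: plate controls were DMSO wells for no effect and wells without enzyme for full effect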
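Human LDH5 (2 nM) was incubated with 0.06 mM NADH and 0.2 mM pyruvate for 5 min at room temperature in Tris pH 7.4. Remaining NADH was coupled through diaphorase/resazurin, and resorufin fluorescence was read at 0 and 20 min.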
IDH1 R132H inh: qHTS for Inhibitors of mutant isocitrate dehydrogenase 1 (IDH1): qHTS; 390,000 tested, 0.093% active; Potency, µM (doses to about 76.6 µM), inactives show at the highest dose activity change, negative = inhibition, most hits filed as inhibitors; IDH1-R132H enzyme, NADPH consumption, diaphorase/resazurin fluorescence; AID 602179, 2012; further: potency means the concentration at half of the fitted maximal effect; on the % scale 0 is the no-effect control and ±100 the full control effect; nearly all actives have a fitted effect of over 65% in size
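IDH1-R132H (0.5 ug/mL dispensed) in pH 7.5 Tris buffer was preincubated 30 min with compound, then given a substrate mix of 0.016 mM NADPH and 2 mM alpha-KG for 80 min at room temperature; remaining NADPH was read by diaphorase/resazurin fluorescence.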
Numbers without * were called inactive; ? = inconclusive; / = no result given; [ ] = another dose, or the depositor's remark. Unless noted, the call rests on the fitted dose curve; in most records, active means well fitted curve in the direction sought with a large enough effect; inconclusive means small, poorly fitted or top-dose-only effect, or another doubt; inactive means no such curve, though single readings can be large; an effect the other way counts as inactive or inconclusive.

mol	LDHA block	USP1 inh	RGS4 inh	IDH1 R132H inh	Vif-APOBEC3F blk	Glioma ERSR ind	TrxR1 substrate	Vif-APOBEC3G blk	TrxR1 inh
Cc1ccc(-n2c(Cc3cccs3)nnc2SCC(=O)Nc2ccc(S(N)(=O)=O)cc2)cc1	-3	-11%	2%	-4%	-4%	-3%	-4%	1%	-2%
COc1cccc(C2CC(c3ccc(C)cc3)n3ncnc3N2)c1 (stereo not given)	-4	-15%	12%	-5%	1%	-1%	10%[57.1 µM]	-3%	8%[57.1 µM]
CCOCCCNC(=O)N[C@@H](Cc1ccccc1)C(=O)OC	-2	-6%	40%	-2%	-8%	-2%	0%	5%	1%
COc1cc(NC(=O)CCCNC(=O)c2ccc(Cl)cc2)cc(OC)c1	-20	-26%	-17%[56.9 µM]	-1%	-4%	-4%	4%	-13%	17%
CCOc1ccccc1N(C(=O)Nc1ccc(Cl)cc1)C1=NCCS1	-7	-13%	10%	-1%	-1%	0%	1%	-9%	23%
CCC(=NCCc1ccccc1)C1=C(O)CCC1=O	-2	-2%	-12%	2%	3%	-2%	8%[57.1 µM]	-3%	20%[57.1 µM]
COC(=O)[C@@H](NC(=O)NCCC1=CCCCC1)C(C)C	-7	-13%	-3%	-5%	18%	-8%	?	2%	-16%
CCc1nc2c(sc3nc4c(cc32)COC(C)(C)C4)c(=O)n1Cc1ccccc1	-10	-9%	27%	-5%	-1%	4%	8%	2%	4%
COc1ccccc1CNC(=O)Cc1ccccc1	-3	-8%	-9%	7%	10%	3%	1%[57.1 µM]	0%	15%[57.1 µM]
O=S(=O)(c1cccc2nsnc12)N1CCN(c2ccc(F)cc2)CC1	-13	-12%	12%	0%	-11%	-1%	-1%	2%	17%
CC1(C)CC(=O)C(CO)=C(c2cccc3ccccc23)C1=O	2	-26%	-2%	10%	1%	-2%	4%	2%	3%
CCOC(=O)CCC(NC(=O)c1ccccc1C(=O)NC(CCC(=O)OCC)C(=O)OCC)C(=O)OCC (stereo not given)	-7	-20%	-8%	7%	6%	2%	-3%[57.1 µM]	-2%	7%[57.1 µM]
O=c1ccc2cc(S(=O)(=O)NCc3ccc(Cl)cc3)ccc2[nH]1	-2	-13%	-19%	-11%	1%	-2%	-8%	-1%	-4%
COCc1cc(=O)[nH]c(Sc2c(-c3ccccc3)c3ccc(Cl)cc3[nH]c2=O)n1	0	-7%	-5%	10%	-10%	-2%	1%	0%	-3%
Cc1cccn2c(=O)c3cc(C#N)c(=NC(=O)c4cccs4)n(CCCOC(C)C)c3nc12	9	-14%	-39%	-29%	25µM*	-7%	78%	-8%	5%[11.4 µM]
Cn1cc(/C=C(\NC(=O)c2ccccc2)C(=O)NCCCN2CCOCC2)c2ccccc21	-7	-13%	-7%	-12%	9%	2%	-12%	-3%	-16%
Oc1ccc(Cl)cc1CNc1nccs1	0	-14%	-47%	8%	-18%	4%	9%	-13%	14%
Cc1cc(C)cc(NC(=O)CN2C(=O)COc3ccc(S(=O)(=O)N4CCCC4)cc32)c1	-6	-19%	-9%	0%	14%	0%	-5%	1%	12%
Cc1ccc(S(=O)(=O)N2CCN(c3nc(-c4ncccn4)nc4ccccc34)CC2)cc1	4	/	4%	/	/	/	-2%	/	5%
O=C(Nc1ccccc1N1CCN(C(=O)c2ccc(Cl)cc2)CC1)c1cc2ccccc2o1	-2	0%	-5%[11.4 µM]	3%	-2%	0%	12%	4%	11%
CCOc1ccc(C(=O)NCC(=O)NNC(=O)CN(C)S(=O)(=O)c2ccc(Cl)cc2)cc1OCC	-6	-15%	-1%	4%	?	0%	2%	0%	10%
COc1ccc(CNC(=O)CSc2nnc(C(F)(F)F)n2C)cc1	-4	-15%	-17%	7%	-11%	-4%	13%[57.1 µM]	-1%	25%[57.1 µM]
CCn1cc(CN2CCC(C(=O)Nc3ccc(Oc4ccccc4F)cc3)CC2)c(C)n1	-4	-14%	-5%	1%	1%	-3%	2%	-1%	8%
O=C(CSc1oc(-c2ccccc2)nc1S(=O)(=O)c1ccc(Cl)cc1)Nc1ccc(F)cc1	-8	-2%	-13%	-19%	-9%	-2%	3%	1%	3%
CCOc1ccc(-n2c(C)cc(/C=N/Nc3nc(C)cc(=O)[nH]3)c2C)cc1	0	-18%	-6%	5%	-3%	-1%	-9%	0%	-11%
Cc1ccc(N2C(=NC(=O)c3ccccc3)SC3CS(=O)(=O)CC32)cc1 (stereo not given)	-11	-3%	45%	0%	2%	-1%	-9%	4%	-11%
O=c1ccc(/C=C/c2ccccc2)nn1Cc1ccc(Cl)cc1Cl	-6	7%	19%	3%	-2%	-4%	22%[57.1 µM]	-1%	12%[57.1 µM]
Cc1ccccc1N1CCN(C2CCCN(C(=O)c3ccccn3)C2)CC1 (stereo not given)	-7	-4%	?	4%	-13%	-4%	14%	-11%	15%
CCc1ccc2n(-c3ccc(OC)cc3)c([S-])c(C(=O)Nc3cc(C)cc(C)c3)[n+]2c1	-6	-7%	-17%	3%	2%	-3%	7%	-7%	22%
COC(=O)c1ccc(CSc2nnc(NC(=O)C3CC(=O)N(Cc4ccc(C)cc4)C3)s2)cc1 (stereo not given)	-10	-9%	-14%	-7%	5%	-2%	2%[57.1 µM]	1%	-1%[57.1 µM]
Cc1c(N=Cc2cccnc2)c(=O)n(-c2ccccc2)n1C	-7	-19%	-13%	1%	-3%	-2%	-4%	-1%	-2%
CN(CC1COc2ccccc2O1)C(=S)Nc1ccccc1 (stereo not given)	-3	-2%	-28%	11%	1%	-4%	-8%	3%	-11%
Cc1cccc(CN2CCN(CC(C)C)C(CCO)C2)n1 (stereo not given)	-9	-10%	13%	9%	-9%	-1%	10%	0%	21%
Fc1cccc(F)c1CN1CCN(c2ncccn2)CC1	5	-1%	3%	7%	-14%	2%	6%	1%	9%
N/C(=N\OC(=O)c1cccc(Br)c1)c1ccccc1	-6	-12%	-5%	0%	-6%	0%	7%	1%	27%
COC(=O)c1sc(S(=O)(=O)N2CC(C)OC(C)C2)c(C(=O)OC)c1C (stereo not given)	0	-27%	8%	9%	1%	-6%	8%	-7%	44%[activator]
CCn1c(/C=C\c2ccccc2C)nc2ccccc2c1=O	0	-22%	-1%	-8%	-10%	5%	-10%	-20%	10%
O=C(Cn1c(=O)oc2ccccc21)Nc1nc(-c2ccc(Br)cc2)cs1	-20	-4%	-12%	7%	-5%	-4%	-10%	0%	-2%
COc1ccccc1OCC(=O)Nc1ccc(N2CCOCC2)cc1N1CCOCC1	13	-11%	-5%	7%	-18%	0%	2%	-1%	10%
COCCCNS(=O)(=O)c1ccccc1	-4	-5%	-35%	-2%	-11%	-4%	3%	1%	7%
CCOC(=O)N1CCN(CCC(=O)Nc2ccc(OC)cc2OC)CC1	-3	-2%	12%	7%	1%	2%	2%[57.1 µM]	1%	7%[57.1 µM]
O=S(=O)(c1ccc2c(c1)CCC2)N1CCNCC1	-13	-1%	-2%	6%	4%	-2%	11%	-3%	7%
CCn1cc(CCC(=O)NC2CCCC2)c2ccccc21	-2	-17%	-22%[56.9 µM]	-7%	-4%	1%	-6%	-1%	-5%
O=C(OC12CC3CC(CC(C3)C1)C2)c1ccc(NCc2cc(O)ccc2O)cc1	16	-11%	?	-9%	22µM*	-8%	11%[57.1 µM]	6.3µM*	12%[11.4 µM]
Cc1cccc(S(=O)(=O)Nc2ccc(-n3c(C)nc4ccccc4c3=O)cc2)c1	-5	-14%	-11%	3%	-7%	-3%	-6%	-1%	-6%
CC(C)/C=C/C(=O)N1CCC(N2CCC(C(=O)NCC3CCCO3)CC2)CC1 (stereo not given)	2	-10%	/	-2%	-2%	-2%	/	-3%	/
CSCCC(NS(=O)(=O)c1ccc(Br)cc1)C(=O)OCC(=O)NC1CC1 (stereo not given)	-4	-7%	11%	-8%	-30%	-4%	6%[57.1 µM]	3%	16%[57.1 µM]

These rows are one share of the data; rates above refer to the full screens.
